Source: PubChem BioAssay
NCI-60 one-dose screen, 48 h, at 10 µM unless noted. Numbers give growth in % (100 = growth as untreated, 0 = no growth, -100 = all killed).
K-562 – K-562 leukemia. hit rate 7.4% among 78,000
MDA-MB-231 – MDA-MB-231 breast cancer | hit rate 5% among 81,000
SR – SR leukemia cells; hit rate 8.7% among 73,000
MCF7 – MCF7 breast cancer. hit rate 6.3% among 82,000. AID 1794796
RPMI-8226 – RPMI-8226 leukemia cells; hit rate 7.5% among 77,000; AID 1794781
MOLT-4 – MOLT-4 leukemia cells; hit rate 6.9% among 80,000
CCRF-CEM – CCRF-CEM leukemia; hit rate 7% among 77,000; AID 1794778
MDA-MB-468 – MDA-MB-468 breast cancer | hit rate 8.5% among 78,000
* hit, by the source's call; · = no result given. Rule for the calls: active = growth percent below 10; inactive = the rest.

SMILES | K-562 | MDA-MB-231 | SR | MCF7 | RPMI-8226 | MOLT-4 | CCRF-CEM | MDA-MB-468
CCN(CC)Cc1c2c(O)c3c(O)c(C)c4c(c3c1O)C(=O)C(C)(O/C=C/C(OC)C(C)C(OC(C)=O)C(C)C(O)C(C)C(O)C(C)/C=C/C=C(\C)C(=O)N2)O4 (configuration not stated) | 93 | 173 | 92 | 99 | 99 | 98 | 107 | ·
CCOC(=O)n1cc(C2=C(c3ccc(OC)c(OC)c3)COC2=O)c2ccccc21 | 9.6* | 13 | 18 | 15 | 28 | 12 | 18 | -42*
Cc1cc(C(=O)Nc2ccccc2C(F)(F)F)c(C)o1 | 94 | 103 | 111 | 94 | 100 | 100 | 110 | 94
C[C@H](CCCC(=O)NCC#CCN1CCN(C)CC1)[C@H]1CC[C@H]2[C@@H]3CC[C@@H]4CC(=O)CC[C@]4(C)[C@H]3CC[C@]12C | 58 | 102 | 48 | 80 | 87 | 84 | 81 | 91
CCOC(=O)N(N=O)C(C)c1ccccc1 (configuration not stated) | 90 | 106 | 79 | 102 | 100 | 92 | · | 105
C=C(C)COC(=O)c1ccccc1C(=O)OCC1(C)CO1 (configuration not stated) | 110 | 103 | · | 104 | 110 | 100 | 97 | 108
CN(C)c1ccc(NC(=S)Nc2ccc(N(C)C)cc2)cc1 | 97 | 110 | 100 | 90 | 111 | 99 | 104 | 107
C/C(=N/NC(=S)NC1CCCCC1)c1sc(Nc2cccc(Cl)c2)nc1C | 92 | 98 | · | 83 | 87 | 79 | 87 | 95
CCCC(=O)OCC(C)(C)COC(=O)CCC | 111 | 96 | 108 | 103 | 103 | 100 | 100 | 108
COc1ccc(/C=C(\Cc2nc3ccccc3[nH]2)C(=O)c2nc3ccccc3[nH]2)cc1 | 90 | 81 | 81 | 89 | 83 | 65 | 79 | 89
C[n+]1ccccc1C[n+]1ccccc1 | 88 | 122 | 89 | 92 | 108 | 84 | 93 | 117
Oc1ccc(CSc2nnc(-c3cnccn3)o2)c2cccnc12 | 10 | 31 | 20 | 5.4* | 7.7* | 17 | 18 | 7.6*
CCCCNCC(=O)Nc1ccc(C)c(Cl)c1 | 94 | 98 | 87 | 90 | 97 | 84 | 84 | 108
CCCc1cc(NC)nc(S(=O)(=O)CC)n1 | 98 | 109 | 102 | 92 | 101 | 107 | 107 | 119
CCc1c(C(=O)NC(CC(C)C)c2ccccc2)[nH]c(C)c1C(C)=O (configuration not stated) | 99 | 94 | · | 91 | 80 | 94 | 85 | 86
Nc1n[nH]c2ccc([C@H]3[C@@H]4C5CCC(C5)[C@@H]4c4c(ccc5[nH]ncc45)N3S(=O)(=O)C3CC3)cc12 (some centres not stated) | 14 | -9.2* | 11 | 13 | 4.6* | 19 | 16 | ·
CNC(=O)c1cc(-n2ccc3cc(NS(=O)(=O)c4cccc(C(F)(F)F)c4)ccc32)ccn1 | 63 | 79 | 71 | 85 | 53 | 86 | 72 | 57
Fc1ccc(/C=C/c2c(-c3ccc(F)cc3)nc3sc(-c4ccccc4)c(-c4ccccc4)n23)cc1 | 128 | 88 | 103 | 71 | 92 | 76 | 87 | 75
CCOC(=O)C/C(O)=C(/C=N/C(=S)NNC(C)=O)C(=O)OCC | 102 | 111 | 100 | 96 | 98 | 93 | 97 | 101
Cc1ccccc1C(c1ccccc1Cl)N(C)C (configuration not stated) | 100 | 87 | 95 | 103 | · | 93 | 95 | 102
CCCN(CCC)C(=O)c1ccccc1OCC | 98 | 106 | 92 | 104 | 99 | 100 | · | 113
COc1nc(Cl)nc(Cl)n1 | 126 | 109 | 125 | 93 | 129 | 131 | 107 | ·
Clc1c(-c2ccccc2)[nH]c2c1CCc1cnoc1-2 | 93 | 106 | 90 | 101 | 95 | 90 | 94 | 133
O=C(Nc1ncc(Cc2ccccc2Cl)s1)C1=NCCCN1 | 95 | 100 | 103 | 90 | 98 | 100 | 89 | 90
O=C(Nc1nc2ccc([N+](=O)[O-])cc2s1)Nc1ccccc1Cl | 21 | 48 | 18 | 56 | · | 22 | 29 | 59
CCCCCCCC(=O)SCC/C=C/[C@@H]1CC(=O)NCc2nc(co2)C2=N[C@@](C)(CS2)C(=O)N[C@@H](C(C)C)C(=O)O1 | 6.6* | -1.7* | 11 | 15 | 3.1* | 3.8* | 19 | -0.8*
O=C(/C=C\c1ccc(O)c(O)c1)OC1C(O)CC(OC(=O)/C=C/c2ccc(O)c(O)c2)(C(=O)O)CC1O (configuration not stated) | 99 | 109 | 124 | 100 | · | 118 | · | 96
Nc1nc2c(s1)Nc1cc(Cl)c(Cl)cc1NC2=O | 97 | 108 | 90 | 97 | 95 | 99 | 90 | 95
Nc1n[nH]c(=S)n1-c1ccc(Cl)cc1 | 102 | 112 | 97 | 91 | 81 | · | 97 | 97
NS(=O)(=O)c1ccc(CCn2c(SCC(=O)c3ccc(F)cc3)nc3ccccc3c2=O)cc1 | · | 104 | 110 | 91 | 109 | 104 | 102 | 109
CC(N)CC1=CCCCC1 (configuration not stated) | 108 | 100 | 104 | 93 | 94 | 106 | 111 | 106
CC/C(Cc1ccccc1)=C(\c1ccc(OCCN2CCCC2)cc1)c1ccc(OC(C)=O)cc1 | 3.2* | 100 | 14 | 25 | 60 | 55 | 88 | 63
O=C(c1ccccc1)C(Br)C(Br)c1cccc([N+](=O)[O-])c1 (configuration not stated) | · | 60 | -33* | 25 | -19* | 3.7* | -16* | -66*
N=C(N)N=Nc1ccc(NN=C(N)N)cc1 | 96 | 86 | 108 | 91 | 96 | 105 | 96 | 103
COc1cc2cc3c(=O)n4c(cc5ccncc54)c(=O)n3c2cn1 | 92 | 115 | 93 | 96 | 100 | 92 | 103 | 106
COc1cc(O)c2c(c1N)C(=O)c1ccccc1C2=O | · | 110 | 43 | 85 | 92 | 84 | 77 | 90
CC(C)COC(=O)c1ccc(NC(=O)CN2CCOCC2)cc1 | 102 | 109 | 87 | 94 | 105 | 72 | 101 | 114
CCN1CCN(CC(=O)NC23CC4CC(CC(C4)C2)C3)C(=O)c2ccccc2C1=O | 114 | 91 | · | 96 | 102 | 99 | 108 | 95
Cc1cc(=O)n(C(=O)Nc2ccc(C(F)(F)F)cc2)c2cc(O)ccc12 | 102 | 100 | 122 | 102 | 113 | 112 | 108 | 111
CC(C)(C)OC(=O)CSC#N | 116 | · | 99 | 98 | 108 | 104 | 119 | 91
C(=C\c1ccco1)/c1ccco1 | 104 | 101 | 99 | 96 | 106 | 97 | 99 | 103
CCC(O)CCC(CC)CC (configuration not stated) | 124 | 110 | 97 | 103 | 84 | 115 | 89 | 105
CCOC(=O)/C(=C\c1ccc2c(c1)OCO2)c1ccccc1 | 87 | 91 | 92 | 107 | 95 | 85 | 97 | 116
OCC(O)CN1CCCCC1 (configuration not stated) | 102 | 109 | · | 82 | 107 | 99 | 112 | 101
COc1cc(/C=N/NC(=O)c2cc(N)n(CC(O)c3ccccc3)n2)ccc1OC(F)F (configuration not stated) | 105 | 105 | 92 | 94 | 97 | 104 | 89 | 131
Nc1nc(SN=Nc2ccc(S(N)(=O)=O)cc2)c2[nH]cnc2n1 | · | 17 | 5.6* | 7.6* | -15* | -1.6* | -2.2* | -9.4*
O=c1[nH][nH]c2ccccc12 | 109 | 101 | 102 | 103 | 98 | 89 | 96 | 96
COc1ccccc1C(=O)NNC(=O)CSc1nc2ccccc2c(=O)[nH]1 | 91 | 67 | 112 | 62 | 79 | 101 | 98 | 128
NC(=O)c1cccc(-c2cc(C(N)=O)ccc2Cl)c1 | 8.2* | 47 | 2.3* | 24 | 14 | 27 | 7.7* | 53
COc1ccc(-c2cc(-c3cccnc3)nc3oc(C(=O)c4ccc(C)cc4)c(N)c23)cc1OC | 49 | 85 | 88 | 73 | 83 | 81 | 100 | 88
COC1NC(Cl)=C(C#N)C(C#N)(C#N)C1(C)C (configuration not stated) | 77 | 89 | 99 | 124 | 127 | 89 | 109 | ·
C=C1c2c(Cl)ccc(O)c2C(O)=C2C(=O)C3(O)C(O)=C(C(N)=O)C(=O)C(N(C)C)C3C(O)C12 (configuration not stated) | 68 | 90 | 67 | 96 | 56 | 85 | 66 | 83
COc1ccc2nc(-c3ccc(N/C=C\C(=O)c4cc(OC)c(OC)c(OC)c4)cc3)sc2c1 | 106 | 99 | 74 | 76 | 94 | 92 | 93 | 67
Cn1cc(NC(=O)CCl)c(=O)n(C)c1=O | 89 | 104 | · | 100 | 108 | 77 | 93 | ·
CCC(=O)N(Cc1ccc(F)cc1)NS(=O)(=O)c1ccccc1 | 106 | 95 | 107 | 100 | 91 | 93 | 94 | 108
Cc1nc(-c2cc3ccccc3oc2=O)ccc1C(=O)/C=C/c1ccccn1 | 7.2* | 13 | -13* | 8.4* | -36* | 27 | 6.2* | 60
COc1cccc(/C=C2\Cc3c(F)ccc(Br)c3C2=O)c1OC | 92 | 97 | 82 | 66 | 98 | 95 | 100 | 91
COc1ccc2c(C3=C(c4c[nH]c5ccccc45)C(=O)N(O)C3=O)coc2c1 | · | 78 | · | 45 | 72 | · | 27 | 89
CN1CCN(c2ccc(C(=O)Nc3cccc(C#Cc4cccc5[nH]nc(N)c45)c3)cc2C(F)(F)F)CC1 | -37* | -72* | -18* | -72* | -14* | -56* | -25* | -27*
Cc1ccc(-c2onc3c(=O)[nH]nc(-c4ccccc4)c23)cc1 | 15 | 35 | 28 | 24 | 18 | 26 | 20 | 29
The results go on.
SMILES | K-562 | MDA-MB-231 | SR | MCF7 | RPMI-8226 | MOLT-4 | CCRF-CEM | MDA-MB-468
CC(=O)c1c(NS(=O)(=O)c2ccc(N)cc2)c(-c2ccccc2)n(C)c1C | · | 102 | 111 | 97 | · | 144 | 114 | 95
Clc1ccc(SCNc2cccc(Cl)c2)cc1 | 60 | 49 | 59 | 86 | · | 43 | · | 111
CCCCCCC(C(=O)OCC)(C(=O)OCC)C1CCCCCC1 | 100 | 101 | 101 | 96 | 113 | 104 | · | 112
O=C1c2ccccc2-c2ccc3c4ccc5c6c(ccc(c7ccc1c2c73)c64)-c1ccccc1C5=O | 97 | 105 | 91 | 95 | 87 | 91 | 74 | 116
Nc1ccc(NC(=O)c2cccc(N)c2)cc1 | · | 97 | · | 105 | 94 | · | 89 | 94
S=C(Nc1ccc(OCc2nc3ccccc3[nH]2)cc1)NC1CCCCC1 | 108 | 100 | 105 | 75 | 101 | 98 | 95 | 107
Oc1ccccc1\C=N/N=C/C=C/c1ccccc1 | 83 | 67 | 72 | 81 | 107 | 55 | 7.5* | ·
COc1cc(-c2nn(-c3cccc(NC(=O)CCNc4ccc(N5CCOCC5)cc4)c3)cc2-c2ccncc2)ccc1Cl | 11 | -9.2* | 5.1* | 7.4* | 15 | 3.1* | 11 | 31
N#Cc1c(Nc2ccccc2)nn2c(-c3ccc([N+](=O)[O-])cc3)ccnc12 | 112 | 102 | 103 | 93 | 94 | 105 | 104 | 106
CC1CCCC1OC(=O)c1ccc([N+](=O)[O-])cc1 (configuration not stated) | 103 | 109 | 95 | 98 | 109 | 99 | 102 | 89
CN1C(=O)N(C)C2(c3ccccc3)N(CC(=O)NCCN3CCNCC3)C(=O)NC12c1ccccc1 (configuration not stated) | 85 | 95 | 87 | 88 | 93 | 94 | 93 | 100
CC(=O)Oc1ccc(N2C(=O)CCSC2=S)cc1C(=O)O | 116 | 103 | 107 | 105 | 104 | 110 | 109 | 103

In a second layout: entries from further up.
Order of results: K-562 | MDA-MB-231 | SR | MCF7 | RPMI-8226 | MOLT-4 | CCRF-CEM | MDA-MB-468
- Cc1ccc(-c2onc3c(=O)[nH]nc(-c4ccccc4)c23)cc1
    15 | 35 | 28 | 24 | 18 | 26 | 20 | 29
- CC(=O)c1c(NS(=O)(=O)c2ccc(N)cc2)c(-c2ccccc2)n(C)c1C
    · | 102 | 111 | 97 | · | 144 | 114 | 95
- Clc1ccc(SCNc2cccc(Cl)c2)cc1
    60 | 49 | 59 | 86 | · | 43 | · | 111
- CCCCCCC(C(=O)OCC)(C(=O)OCC)C1CCCCCC1
    100 | 101 | 101 | 96 | 113 | 104 | · | 112
- O=C1c2ccccc2-c2ccc3c4ccc5c6c(ccc(c7ccc1c2c73)c64)-c1ccccc1C5=O
    97 | 105 | 91 | 95 | 87 | 91 | 74 | 116
- Nc1ccc(NC(=O)c2cccc(N)c2)cc1
    · | 97 | · | 105 | 94 | · | 89 | 94
- S=C(Nc1ccc(OCc2nc3ccccc3[nH]2)cc1)NC1CCCCC1
    108 | 100 | 105 | 75 | 101 | 98 | 95 | 107
- Oc1ccccc1\C=N/N=C/C=C/c1ccccc1
    83 | 67 | 72 | 81 | 107 | 55 | 7.5* | ·
- COc1cc(-c2nn(-c3cccc(NC(=O)CCNc4ccc(N5CCOCC5)cc4)c3)cc2-c2ccncc2)ccc1Cl
    11 | -9.2* | 5.1* | 7.4* | 15 | 3.1* | 11 | 31
- N#Cc1c(Nc2ccccc2)nn2c(-c3ccc([N+](=O)[O-])cc3)ccnc12
    112 | 102 | 103 | 93 | 94 | 105 | 104 | 106

The list goes on:
SMILES | K-562 | MDA-MB-231 | SR | MCF7 | RPMI-8226 | MOLT-4 | CCRF-CEM | MDA-MB-468
O=C(Nc1ccccc1)Oc1ccc[nH]c1=O | 106 | 96 | 99 | 99 | 104 | 118 | 122 | 89
NNc1c2ccccc2nc2ccccc12 | 49 | 65 | 21 | · | 35 | 29 | 38 | 16
S=C(c1ccco1)N1CCOCC1 | 75 | 104 | 77 | 100 | 104 | 83 | 88 | 97
CCCCCCCCn1ncc2c(Nc3cccc(Br)c3)ncnc21 | 97 | 97 | 97 | 87 | 97 | 88 | 94 | 138
O=C(c1ccccc1)N1CCN(C(=O)c2ccccc2)CC1 | 102 | 103 | 101 | 110 | 93 | 99 | 13 | 98
Cc1cc2ccccc2c(C(=O)c2ccccc2)c1C | 89 | 99 | 81 | 98 | 83 | 86 | 83 | 90
Oc1ccc(Cc2ccc(O)c(C3CC(c4ccc(Cl)cc4)=NN3)c2)cc1C1CC(c2ccc(Cl)cc2)=NN1 (configuration not stated) | · | 13 | 3.4* | 17 | 17 | -5.3* | 9.0* | 23
COc1ccc2cc(O)ccc2c1 | 113 | 102 | 120 | 100 | 95 | 106 | 93 | ·
